From PubChem BioAssay
Vif-A3G inh: inhibitors of Vif-APOBEC3G interaction; HeLa A3G-eYFP + Vif (tagged APOBEC3G with the HIV-1 protein that degrades it), YFP fluorescence, overnight; Potency, µM (titrated, usually from 46.1 µM), for inactives: top-dose activity, negative = active, actives largely listed as inhibitors; 0.076% of 410,000 active; AID 602310;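 note: potency is the fitted concentration of half-maximal effect; % is set by controls: 0 for no effect and ±100 for the full control effect; nearly all actives have a fitted effect of over 60% in size; hits raise eYFP signal because A3G escapes Vif-driven loss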
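HeLa cells stably expressing Vif and C-terminally eYFP-tagged A3G, seeded overnight at 37 deg C, then exposed to compound by pintool overnight at 37 deg C. Rise in yellow fluorescence (Ex 488/Em 500-530, Acumen) marks blocked Vif-driven A3G degradation.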
Glioma ERSR ind: inducers of ER stress response in human glioma cells; U87-MG GRP78 promoter luciferase reporter, 16 h; Potency, µM, for inactives: at the top dose activation, hits mostly activators; 0.02% of 420,000 active; AID 602332; note: potency is the fitted concentration of half-maximal effect; series mostly up to about 76 µM; % of control where 0% means no effect; nearly all actives have a fitted effect of over 35% in size
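Stably transfected U87-MG human glioma cells carrying a GRP78-based luminescent sensor were seeded at 1000 cells/well, pin-dosed with compounds and incubated 16 h. Luciferase reagent was then added, and end-point luminescence was read after 10 min at room temperature.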
D2 potentiator: positive allosteric modulators of human D2 dopamine receptor. P14416. HEK293 T-REx D2, calcium flux, EC20 dopamine potentiation. potentiation, % at 10 µM. 0.34% of 340,000 active;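 active = potentiation over 3 SD above the plate norm, cut at about 30% in these data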; note: 0% is about no effect
Target sequence (P14416 whole entry, looked up): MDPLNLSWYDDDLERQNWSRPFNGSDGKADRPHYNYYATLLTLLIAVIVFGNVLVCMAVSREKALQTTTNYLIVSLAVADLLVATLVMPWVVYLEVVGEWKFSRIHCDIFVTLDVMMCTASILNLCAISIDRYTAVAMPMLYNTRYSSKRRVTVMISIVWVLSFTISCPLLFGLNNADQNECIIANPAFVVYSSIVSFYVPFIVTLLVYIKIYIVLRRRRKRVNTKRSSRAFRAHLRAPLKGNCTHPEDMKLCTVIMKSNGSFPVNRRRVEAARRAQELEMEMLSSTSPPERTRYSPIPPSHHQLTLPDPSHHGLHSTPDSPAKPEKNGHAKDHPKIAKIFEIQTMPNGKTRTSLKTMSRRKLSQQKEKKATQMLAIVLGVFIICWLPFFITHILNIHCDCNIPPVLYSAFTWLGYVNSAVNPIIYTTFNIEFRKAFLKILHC
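Tetracycline-induced Hek293 Trex D2 cells, force-coupled to calcium, loaded with no-wash calcium dye. Compound added with 180 s kinetic read for agonism, then EC20 dopamine and a further 180 s read for potentiation.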
D1 agonist: activates the human D1 dopamine receptor. 1% of 360,000 active. AID 504660. activation, % at 2 µM. HEK293 T-REx D1 cells, calcium flux, agonist mode. P21728; in the data active = activation above about 30%; note: 0% is about no effect
Target sequence (P21728 whole entry, looked up): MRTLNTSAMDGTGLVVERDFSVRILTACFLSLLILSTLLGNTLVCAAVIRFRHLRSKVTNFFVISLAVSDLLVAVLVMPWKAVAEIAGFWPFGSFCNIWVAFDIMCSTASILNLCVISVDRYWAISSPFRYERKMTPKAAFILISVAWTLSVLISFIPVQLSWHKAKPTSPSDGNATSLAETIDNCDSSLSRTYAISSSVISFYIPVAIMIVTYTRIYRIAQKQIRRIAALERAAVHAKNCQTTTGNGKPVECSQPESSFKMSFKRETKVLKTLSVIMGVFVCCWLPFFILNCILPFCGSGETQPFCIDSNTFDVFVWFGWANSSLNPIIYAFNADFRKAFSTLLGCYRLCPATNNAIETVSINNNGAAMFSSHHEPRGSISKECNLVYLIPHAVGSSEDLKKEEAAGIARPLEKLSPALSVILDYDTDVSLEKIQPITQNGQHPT
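Inducible HEK293 T-REx D1 cells, force-coupled to calcium signalling, were plated at 4000 cells/well with tetracycline and held overnight at 30 C. After no-wash calcium dye loading, compound-evoked calcium rise over 180 s flagged agonists.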
Vif-A3F inh: blocks the Vif interaction with APOBEC3F; AID 602313; 0.2% of 390,000 active; HeLa A3F-eYFP + Vif (tagged APOBEC3F with the HIV-1 protein that degrades it), YFP fluorescence increase; Potency, µM (highest dose often 46.1 µM), inactives show at the highest dose activity, negative = active; note: potency is the fitted concentration of half-maximal effect; % of control where 0% means no effect; nearly all actives have a fitted effect of over 65% in size
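HeLa cells stably expressing Vif plus C-terminally eYFP-tagged A3F were seeded, incubated overnight at 37 deg C, dosed with compound, incubated overnight again at 37 deg C. Yellow fluorescence (Ex 488/Em 500-530) reported blocked Vif-mediated A3F-eYFP degradation.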
D1 potentiator: enhances dopamine response at the human D1 receptor; P21728; HEK293 TREx D1 cells, calcium flux, dopamine EC20 potentiation; potentiation, % at 10 µM; 0.036% of 360,000 active; in the data active = potentiation above about 30%; note: 0% is about no effect
RXFP1 antagonist: RXFP1 (human) relaxin receptor antagonism; HEK293-RXFP1, relaxin-stimulated cAMP HTRF, 30 min; hits give low values; activity change, negative = inhibition, % at 57.5 µM; 0.59% of 350,000 active; AID 1259400;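 active = activity change of -60% or lower, but not beyond a set lower limit; inconclusive = change between -60% and -40%, or beyond the set limit; inactive = change above -40%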; note: % is set by controls: 0 for no effect and ±100 for the full control effect
RXFP1 ag: RXFP1 (human) receptor agonism | 0.3% of 370,000 active | Potency, µM (highest dose often 57.5 µM), inactives show at the highest dose activation, hits mostly activators | Q9HBX9 | HEK293T-RXFP1 cAMP TR-FRET, 30 min; response scale: percent of porcine relaxin response, buffer zero; note: potency is the fitted concentration of half-maximal effect; % is set by controls: 0 for no effect and ±100 for the full control effect; nearly all actives have a fitted effect of over 60% in size; many of its hits are not listed in these tables
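HEK293 cells stably expressing RXFP1, treated 30 min at 37C with compounds plus PDE4 inhibitor Ro 20174; cAMP measured by HTRF TR-FRET. Normalized to buffer and 29 nM porcine relaxin; EC50 by Hill fit.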
D1 antag: blocks dopamine activation of the human D1 receptor; AID 504652; activity change, negative = inhibition, % at 10 µM; 3.2% of 360,000 active; HEK293 TREx D1 cells, calcium flux, dopamine EC80; hits give low values; in the data active = activity change below about -30%; note: % is set by controls: 0 for no effect and ±100 for the full control effect
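Tetracycline-induced HEK293 Trex D1 cells, force-coupled to calcium, dye-loaded; compounds added and read 180 s, then EC80 dopamine added and calcium flux tracked kinetically another 180 s.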
Numbers without * were called inactive; ? = inconclusive; / = not tested or not shown; & = joins results of further samples. Unless noted, calls come from the whole dose curve; as a rule, active = well fitted curve in the direction sought with a large enough effect; inconclusive = small, poorly fitted or top-dose-only effect, or another doubt; inactive = no such curve, though single readings can be large; an effect the other way counts as inactive or inconclusive. This is a subset; count on the stated rates, not on these rows.

cpd	compound	Vif-A3G inh	Glioma ERSR ind	D2 potentiator	D1 agonist	Vif-A3F inh
1	Cc1ccc(Nc2c(-c3ccsc3)nc3cccc(C)n23)cc1	-1%	-3%	0	2	?
2	CN(C)CCCNc1cc(-c2ccccc2)nc2cc(-c3cccc(F)c3)nn12	-3%	-11%	-6	17	-4%
3	O=C(Nc1cccnc1)c1ccc(Cl)c(S(=O)(=O)N2CCCCCC2)c1	1%	4%	-7	4	-3%
4	CN1CCN/C1=C(/C(Cl)=C(Cl)Cl)[N+](=O)[O-]	-1%	-3%	/	-1	-2%
5	Fc1ccccc1-c1csc(=Nc2cccnc2)n1CC1CCCO1 (centres undefined)	0%	-4%	-5	10	-4%
6	CCCCn1c(SCc2ccccc2C)nc2ccsc2c1=O	-2%	-6%	10	10	0%
7	N/C(=N\OC(=O)COc1ccccc1Cl)c1ccccn1	-10%	-8%	9	3	-9%
8	CCc1ccc(/C=N/NC(=O)c2nnn(-c3nonc3N)c2C(C)C)cc1	-6%	-3%	10	142*	5%
9	CCOc1ccc(C(=O)N2CCN(c3ccccn3)CC2)cc1	1%	0%	7	0	2%
10	COc1ccc(-c2noc(CC(=O)N(C)c3cc(Cl)c(OC)cc3OC)n2)cc1	3%	-3%	4	1	5%
11	FC(F)(F)c1cccc(NC(=S)Nc2cccc(Cl)c2)c1	1%	-8%	-7	3	-5%
12	N#Cc1c(C(F)(F)F)cc(-c2ccc(Cl)cc2)nc1SCC(=O)O	-2%	-4%	-2	0	-10%
13	CC(Oc1ccc(Br)cc1)C(=O)N(Cc1nc(-c2ccccc2)no1)C(C)C (centres undefined)	5%	-4%	-4	9	2%
14	Cc1cccn2c(=O)c(C=O)c(Nc3ccc(S(N)(=O)=O)cc3)nc12	4%	1%	2	0	2%
15	CCCN(C(=O)COC(=O)CCOc1ccc(C)cc1)c1c(N)n(Cc2ccccc2)c(=O)[nH]c1=O	-11%	-1%	-2	5	?

cpd	D1 potentiator	RXFP1 antagonist	RXFP1 ag	D1 antag
1	-1	?	1.0%	1
2	-2	12	2.4%	-18
3	-7	8	1.8%	2
4	-8	-11	-0.6%	17
5	-4	-20	2.0%	-9
6	5	-33	-0.8%	21
7	0	4	-0.1%	-14
8	22	-8	-1.3%	42
9	12	2	-0.2%	-8
10	-5	-8	1.9%	-2
11	2	-14	2.3%	-23
12	3	-4	-0.1%	-5
13	0	-3	-0.6%	-23
14	5	-6	1.0%	-2
15	4	-1	-0.4%	-2

Seven of these compounds, reformatted:
#	Compound	Vif-A3G inh	Glioma ERSR ind	D2 potentiator	D1 agonist	Vif-A3F inh	D1 potentiator	RXFP1 antagonist	RXFP1 ag	D1 antag
9	CCOc1ccc(C(=O)N2CCN(c3ccccn3)CC2)cc1	1%	0%	7	0	2%	12	2	-0.2%	-8
10	COc1ccc(-c2noc(CC(=O)N(C)c3cc(Cl)c(OC)cc3OC)n2)cc1	3%	-3%	4	1	5%	-5	-8	1.9%	-2
11	FC(F)(F)c1cccc(NC(=S)Nc2cccc(Cl)c2)c1	1%	-8%	-7	3	-5%	2	-14	2.3%	-23
12	N#Cc1c(C(F)(F)F)cc(-c2ccc(Cl)cc2)nc1SCC(=O)O	-2%	-4%	-2	0	-10%	3	-4	-0.1%	-5
13	CC(Oc1ccc(Br)cc1)C(=O)N(Cc1nc(-c2ccccc2)no1)C(C)C (centres undefined)	5%	-4%	-4	9	2%	0	-3	-0.6%	-23
14	Cc1cccn2c(=O)c(C=O)c(Nc3ccc(S(N)(=O)=O)cc3)nc12	4%	1%	2	0	2%	5	-6	1.0%	-2
15	CCCN(C(=O)COC(=O)CCOc1ccc(C)cc1)c1c(N)n(Cc2ccccc2)c(=O)[nH]c1=O	-11%	-1%	-2	5	?	4	-1	-0.4%	-2

(further entries)
cpd	compound	Vif-A3G inh	Glioma ERSR ind	D2 potentiator	D1 agonist	Vif-A3F inh
16	C=CCn1c(=O)c2c3c(sc2n2c(Nc4ccc(OC)cc4)nnc12)CCCC3	2%	-2%	18	1	19%
17	Cn1c(=O)c2c(nc(N3CCCC3)n2CC(O)CO)n(C)c1=O (centres undefined)	-1%	-5%	0	1	-1%
18	COc1ccc(O)cc1	6%	-3%&-5%	/	/	-1%
19	CCOC(=O)CCCCCC(=O)Nc1ccc2c(c1)C(=O)N([C@@H](C)CO)C[C@H](C)[C@H](CN(C)C(=O)NC(C)C)OCCCC[C@H](C)O2	-1%	-3%	/	/	4%
20	C=CCNC(=S)NNc1nc(Nc2ccccc2)nc(N2CCCCC2)n1	-2%	-1%	3	5	8%
21	CCN1/C(=C2\SC(=S)N(Cc3ccccc3)C2=O)Sc2ccccc21	-14%	-4%	7	1	?
22	C=C(C)CN(CC)C(=O)CC1C(=O)NCCN1C (centres undefined)	0%	-8%	/	2	-17%
23	Cc1ccc(CNC(=O)COC(=O)c2cncc(Br)c2)cc1	7%	-2%	-5	0	-11%
24	O=C(CN1C(=O)c2ccccc2S1(=O)=O)NCc1ccc2c(c1)OCO2	-6%	0%	20	2	1%
25	CCN1CCN(c2ccc(NC(=O)c3ccccc3F)cc2Cl)CC1	1%	-4%	-9	5	8%
26	Cc1ccc(S(=O)(=O)N(C)C)cc1NC(=O)COC(=O)C1COc2ccccc2O1 (centres undefined)	-5%	-3%	5	8	-14%
27	COc1ccc(NC(=O)CSc2nc(C)cc(C)n2)c([N+](=O)[O-])c1	0%	-2%	7	1	10%
28	CC1CN(c2ccccc2)CCN1Cc1nc(Cc2ccccc2)no1 (centres undefined)	-9%	-5%	/	1	21%
29	COc1ccc(S(=O)(=O)N2CCN(CC(=O)Nc3cc(C(F)(F)F)ccc3Cl)CC2)cc1	2%	-6%	-4	1	1%
30	O=Cc1c(NCc2ccccc2F)c2ccccc2[nH]c1=O	1%	-3%	8	8	7%

cpd	D1 potentiator	RXFP1 antagonist	RXFP1 ag	D1 antag
16	3	-15	0.5%	9
17	-4	-13	0.4%	0
18	/	-9	/	/
19	/	2	/	/
20	-1	-12	-0.8%	11
21	-7	-20	0.7%	5
22	3	-18	-0.1%	2
23	-7	-6	17%	12
24	-4	10	1.4%	-5
25	-12	-23	3.2%	20
26	4	-9	1.7%	-4
27	-7	-18	5.7%	-1
28	1	7	-0.8%	10
29	-3	-6	2.6%	20
30	-6	-15	1.7%	-14

Next records follow.
cpd	compound	Vif-A3G inh	Glioma ERSR ind	D2 potentiator	D1 agonist	Vif-A3F inh
31	CC(C)(C)c1ccc(OCCC(=O)OCC(=O)Nc2cccnc2Cl)cc1	0%	-3%	11	8	5%
32	CCC(=O)c1ccc(OCC(=O)OCC(=O)NC2CCCC2)cc1	1%	-4%	-2	10	-30%
33	O=C(NCc1ccco1)c1sc2ccccc2c1Cl	-18%	-4%	-1	-2	/
34	CN(C(=O)COC(=O)COc1ccc2c(c1)CCC2)c1c(N)n(Cc2ccccc2)c(=O)[nH]c1=O	-5%	3%	-1	1	-7%
35	O=C(NC(=S)Nc1cccc(O)c1)C12CC3CC(CC(C3)C1)C2	-11%	6%	/	/	-17%
36	Cc1cccc(NS(=O)(=O)Cc2ccccc2)n1	2%	-3%	-6	0	2%
37	COc1cc(C(=O)OCC(=O)c2ccccc2)cc2c1OCCO2	-5%	3%	5	3	0%
38	Cc1nnc(NC(=O)CSc2nc(N)c(NC(=O)c3cccs3)c(=O)[nH]2)s1	0%	-3%	3	16	6%
39	Cc1sc2ncnc(NCC3COc4ccccc4O3)c2c1C (centres undefined)	-2%	-4%	15	6	5%
40	Cn1nnc(NC(=O)c2ccccc2F)n1	-1%	-3%	-13	1	/
41	Cc1ccn2c(=O)c(C(=O)NC3CCCCC3C)c(O)nc2c1 (centres undefined)	0%	-1%	3	0	2%
42	Cc1ccc(-c2nc(CCNC(=O)C(=O)Nc3c(C)cccc3C)cs2)cc1	1%	-3%	5	5	-4%
43	Cc1cc(C)n2nc(S(=O)(=O)NC(C)(C)C)nc2n1	7%	-3%	2	2	5%
44	COc1ccccc1C(=O)O/N=C(\N)c1ccc(Cl)cc1	3%	9%	/	/	0%
45	CCOc1ccc(NC(=O)CSC(N)=O)cc1	1%	-1%	-4	1	7%

cpd	D1 potentiator	RXFP1 antagonist	RXFP1 ag	D1 antag
31	2	-4	2.2%	3
32	-8	6	1.8%	-19
33	-8	-4	6.0%	-12
34	-6	?	0.8%	-31*
35	/	7	/	/
36	-3	-18	-0.1%	9
37	-1	4	-1.0%	-18
38	-20	6	2.9%	-5
39	-9	2	2.1%	-1
40	3	-2	1.7%	-10
41	1	-9	-0.2%	4
42	2	-18	17%	-5
43	-4	-8	2.5%	-3
44	/	-8	0.5%	/
45	0	-8	-0.3%	7

Following part
cpd	compound	Vif-A3G inh	Glioma ERSR ind	D2 potentiator	D1 agonist	Vif-A3F inh
46	CC(C)[C@H](NC(=O)C1CC(=O)N(c2ccc(F)cc2)C1)C(=O)N1CCCCC1 (some centres undefined)	0%	0%	-1	0	-1%
47	CCc1ccc(CNC(=O)CSc2cc(=O)n(C)c3ccc(Cl)cc23)cc1	-3%	-4%	-4	3	-4%
48	Cc1csc2c(NC3CCN(Cc4ccccc4)CC3)ncnc12	-1%	0%	-24	11	-27%
49	Cc1ccccc1CN1CCN(CCCc2ccccc2)C(CCO)C1 (centres undefined)	0%	-3%	-22	12	6%
50	CCOC(=O)N1CCN(S(=O)(=O)c2ccc3c(c2)C(C)C(=O)N3)CC1 (centres undefined)	9%	-5%	-14	4	2%
51	Cc1ccc2nc(NC(=O)C3CCCN(S(=O)(=O)c4cccc5nonc45)C3)sc2c1 (centres undefined)	/	/	-8	0	/
52	CCN(CC)N=Nc1ccc(S(=O)(=O)Nc2c(C)n(C)n(-c3ccccc3)c2=O)cc1	-9%	1%	13	11	-1%

cpd	D1 potentiator	RXFP1 antagonist	RXFP1 ag	D1 antag
46	8	3	0.1%	4
47	-4	/	?	18
48	-9	-8	-0.8%	-37*
49	-8	4	-0.7%	2
50	-2	6	-0.7%	9
51	-1	/	0.0%	15
52	-5	2	0.9%	5
